Source: PubChem BioAssay (National Center for Advancing Translational Sciences (NCATS))
GCN5L2 inh – blocks human GCN5L2 histone acetyltransferase; AID 504327; Q92830; GCN5L2 HAT assay, ThioGlo1 CoA-SH fluorescence; Potency, µM (top dose mostly 58.9 µM), for the others: at the highest dose activity change, negative = inhibition, actives largely listed as inhibitors; 390,000 compounds, 0.21% hits
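Enzyme at 20nM final was mixed with library compounds for 15 min at room temperature. Peptide H3(1-25) at 75uM, acetyl-CoA at 70uM and ThioGlo1 at 50uM were then added. Plates were read immediately and after 20 min (Ex340nm/Em540nm).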
DT40 TDP1 CPT – growth inhibition of DT40 Tdp1-/-;hTDP1 cells with camptothecin (screen for TDP1 inhibitors); Potency, µM (titrated, usually from 46.2 µM), inactives show top-dose activity change, negative = growth inhibition, actives largely listed as inhibitors; chicken DT40 Tdp1-/-;hTDP1 cells + 20 nM CPT, ATP luminescence, 48 h; 420,000 compounds, 12% hits; note: nearly all actives have a fitted effect of over 55% in size
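Chicken DT40 Tdp1-/- cells complemented with human TDP1, 400 cells/well, exposed to compounds plus 20 nM camptothecin for at least 48 h at 37 C; viability read as ATP content by CellTiter-Glo luminescence.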
FEN1 inhibitor – human FEN1 inhibition | P39748 | AID 588795 | Potency, µM (titrated, usually from 114 µM), for inactives: at the top dose activity change, negative = inhibition, most hits filed as inhibitors | 390,000 compounds, 0.35% hits | Recombinant FEN1 flap cleavage, fluorescence, 15 min; note: nearly all actives have a fitted effect of over 65% in size
Target sequence (P39748 whole entry, looked up): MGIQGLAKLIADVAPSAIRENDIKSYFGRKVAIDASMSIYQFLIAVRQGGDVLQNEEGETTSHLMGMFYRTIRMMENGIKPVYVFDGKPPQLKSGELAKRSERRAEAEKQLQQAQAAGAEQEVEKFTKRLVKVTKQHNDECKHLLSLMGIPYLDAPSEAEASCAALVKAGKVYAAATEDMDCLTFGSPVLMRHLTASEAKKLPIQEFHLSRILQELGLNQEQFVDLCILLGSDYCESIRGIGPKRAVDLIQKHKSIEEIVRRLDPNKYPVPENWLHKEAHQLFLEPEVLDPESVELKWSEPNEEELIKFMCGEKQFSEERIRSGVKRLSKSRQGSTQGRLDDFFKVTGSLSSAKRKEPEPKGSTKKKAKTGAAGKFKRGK
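Potency values derive from four-parameter Hill fits of normalized qHTS data. The reaction used 10 nM FEN1 preincubated 15 min at room temperature with compound, then 50 nM DNA substrate, read at 0 and 15 min.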
The depositor's hits bear a star; u = inconclusive; x = no result given; & = joins results of further samples; [ ] = dose if it differs, or a comment. Calls come from the whole dose curve; as a rule, active = well fitted curve in the direction sought with a large enough effect; inconclusive = small, poorly fitted or top-dose-only effect, or another doubt; inactive = no such curve, though single readings can be large; an effect the other way counts as inactive or inconclusive. % is set by controls: 0 for no effect and ±100 for the full control effect; potency is the fitted concentration of half-maximal effect.

Results follow in this order: GCN5L2 inh | DT40 TDP1 CPT | FEN1 inhibitor
(1) Cc1ccc(NC(=O)CCn2cccc2)cc1C
→ -10% | -2% | -12%
(2) Cc1ccc(Sc2c([N+](=O)[O-])ncn2C)cc1
→ -6% | 21µM* | -7%
(3) O=C(NCCCO)C(=O)NCc1ccncc1
→ -5% | 1% | -2%
(4) CC(=O)c1ccc(N2CCN(CC(=O)NCc3ccccc3)CC2)cc1
→ 0% | 0% | -6%
(5) O=C(CSc1nc2[nH]c(=O)cc(O)c2s1)Nc1nccs1
→ -28% | -6% | 1%
(6) S=C(NCc1ccccc1)N1CCN(c2ccccc2)CC1
→ 2% | 13% | -15%
(7) CCOc1ccc(CNC(=O)NS(=O)(=O)c2ccc(OC)cc2)cc1
→ -4% | u | -1%
(8) CCOC(=O)C1CCN(c2c(N(C)Cc3ccco3)c(=O)c2=O)CC1
→ -8% | -2% | 13%
(9) O=C(COC(=O)CNC(=O)C1CCCCC1)NC1CC1
→ x | -7% | 10%
(10) CN(C)S(=O)(=O)Oc1ccsc1C(=O)Nc1ccc(C(F)(F)F)cc1
→ -3% | 1% | -12%
(11) CN(Cc1cnccn1)Cc1cn(Cc2ccccc2)nc1-c1ccc2c(c1)OCO2
→ -5% | 10% | 4%
(12) COc1cc(OC)cc(-c2nc3ccccc3c(=O)n2NC(=O)c2cccnc2Cl)c1
→ -5% | 17% | 21%
(13) Cc1ccc(NCc2cccn2-c2nnc(N3CCC(C(=O)NCCC(C)C)CC3)s2)cc1
→ -11% | u | -4%
(14) CCS(=O)(=O)CCSc1nc(C)cc(C)c1C#N
→ -6% | 9% | 0%
(15) COc1ccccc1NC(=S)NC(C)C(c1cccs1)N1CCOCC1 (stereo not given)
→ -1% | u | -16%
(16) CCc1cc2c(N=Nc3c(O)[nH]c4ccccc34)ncnc2s1
→ -1% | 18µM* | -14%
(17) O=c1[nH]c2c(Br)cnc([N+](=O)[O-])c2[nH]1
→ -9% | -2% | 10%
(18) O=C(CN1C(=O)COc2ccccc21)NCCC1=CCCCC1
→ -5% | -4% | 1%
(19) CC1(C)Oc2ccc(C#N)cc2[C@@H](OC2=CC(=O)CC2)[C@@H]1O
→ -7%&6% | -10%[92.5 µM] | x
(20) CCC(C(=O)NC1CCCCC1)n1c(SCc2ccccc2F)nc2ccncc21 (stereo not given)
→ 4%&1% | u | 12%&-2%
(21) COc1ccc(NC(=O)c2cc3c(=O)n(Cc4ccco4)ccc3nc2C)cc1
→ 4% | -7% | -9%
(22) O=C1c2cccc([N+](=O)[O-])c2C(=O)N1CCO
→ -12% | 2% | 20%
(23) CCOC(=O)c1cc2c(ccn2C)n1CC(=O)N1CCN(c2ccccc2)CC1
→ -8% | -11% | 4%
(24) CN(C(=O)CSCC(=O)Nc1ccc(Cl)cc1)C1CCCCC1
→ -7% | u | 11%
(25) Cc1[nH]c2ccccc2c1C(C#N)(C#N)C1C(=O)c2ccccc2C1=O
→ -7% | 2.1µM* | -9%
(26) Cc1cccc(C(=O)NC2CCN(S(=O)(=O)c3ccccc3F)CC2)c1
→ -4% | u | -3%
(27) CCN(CC)C(=O)COc1coc(CN2CCN(c3ccccc3)CC2)cc1=O
→ u | -3% | 17%
(28) CCN(CC)CCn1c(NC(=O)c2ccccc2O)nc2ccccc21
→ -25% | u | u
(29) O=C(COC(=O)CCC(=O)c1cccs1)Nc1cc(S(=O)(=O)N2CCOCC2)ccc1Cl
→ -1% | 1% | -1%
(30) N#Cc1cccc(S(=O)(=O)NCC(=O)NCCCc2ccccc2)c1
→ 2% | -7% | 1%

2 of the compounds above, field by field.
26. Cc1cccc(C(=O)NC2CCN(S(=O)(=O)c3ccccc3F)CC2)c1
  GCN5L2 inh: -4%	DT40 TDP1 CPT: u	FEN1 inhibitor: -3%

29. O=C(COC(=O)CCC(=O)c1cccs1)Nc1cc(S(=O)(=O)N2CCOCC2)ccc1Cl
  GCN5L2 inh: -1%	DT40 TDP1 CPT: 1%	FEN1 inhibitor: -1%

Next results follow.
Results follow in this order: GCN5L2 inh | DT40 TDP1 CPT | FEN1 inhibitor
(31) COc1cc(/C=C(\C#N)c2nc3ccc(C)cc3[nH]2)c([N+](=O)[O-])cc1OC
→ -3% | -28% | -8%
(32) O=S(=O)(c1cccc(Cl)c1)N1CCSc2ccccc21
→ -7% | -12% | 8%
(33) CC(=O)CCC(=O)N1CCCC(CNC(=O)c2ccc(-c3ccccc3)cc2)C1 (stereo not given)
→ 1% | u | 17%
(34) CCc1ccc2nc(NC(=O)C3CCN(c4ncnc5sc(C)c(C)c45)CC3)sc2c1
→ -21% | u | 14%
(35) O=C(CSc1ccccc1)NCCc1ccccc1
→ -1% | -22% | -5%
(36) CCc1ccc(S(=O)(=O)NC(=S)NC2CCCCC2)cc1
→ 0% | -13% | 14%
(37) CCCN1C(=O)/C(=C/c2c(NCCCOC(C)C)nc3c(C)cccn3c2=O)SC1=S
→ -3% | -10% | -8%
(38) CC(C)CNS(=O)(=O)c1ccc(CCC(=O)N2CCN(c3ccc(F)cc3)CC2)cc1
→ -13% | -25% | -5%
(39) Cc1ccc(N(C)S(=O)(=O)c2nnc(NC(=O)CC(C)C)s2)cc1
→ 1% | 5% | -4%
(40) O=C(Cn1c(=O)c2ccccc2n(CC(=O)N2CCCCC2)c1=O)N1CCCCC1
→ -18% | -12% | 24%
(41) Cc1nn2c(c1-c1ccccc1)N=C(c1ccco1)CC2c1ccccc1 (stereo not given)
→ -9% | u | -20%
(42) O=C(O)CSc1c(-c2cccs2)[nH]c2ccccc12
→ -1% | u | 1%
(43) CCOC(=O)c1c(NC(=S)NCc2ccccc2)sc2c1CCN(C(=O)OCC)C2
→ -12% | -25% | -1%
(44) N#CCC(=O)N/N=C/c1ccc(Cl)cc1
→ -7% | u | 17%
(45) CCOC(=O)c1ccc(NS(=O)(=O)c2ccc(-c3cc(C)no3)cc2)cc1
→ -7% | u | 9%
(46) CNS(=O)(=O)c1ccc(CCC(=O)N2CCN(c3ccccc3OC)CC2)cc1
→ -1% | u | -8%
(47) Cc1cccc(C)c1NC(=O)CN(C)C(=O)C1CCCCC1
→ -4% | -17% | 2%
(48) CCCc1cc(=O)[nH]c(/N=C(/NC(=O)c2ccccc2)Nc2ccc3c(c2)OCCO3)n1
→ x | -23% | -1%
(49) CCOC(=O)N1CCN(Cc2nc(CC3CC3)no2)CC1
→ 1% | 7% | -1%
(50) CC1CCc2ccccc2N1C(N)=Nc1ccccc1 (stereo not given)
→ -6% | u | 3%
(51) Cc1noc(C)c1COc1ccc(C(=O)N2CCCC(C(N)=O)C2)cc1 (stereo not given)
→ -1% | -1% | -6%
(52) N/C(=N\OC(=O)Nc1ccc(Cl)c(Cl)c1)c1ncc(C(F)(F)F)cc1Cl
→ -1% | -27% | -6%
(53) CC(C)Oc1ccc2nnnn2n1
→ -3% | 0% | 6%
(54) CCOC(=O)c1c(NC(=O)COc2cccc(C(F)(F)F)c2)sc2c1CCC(C)C2 (stereo not given)
→ -3% | -15% | -1%
(55) Cc1ccccc1-n1nnnc1SCC(N)=O
→ 4% | 17% | 1%
(56) CC1(C)CNc2cc(N)ccc2S1
→ -7% | 0% | -14%
(57) Cc1cc(CNC(=O)CC2C(=O)NCCN2Cc2ccc(-c3ccccc3)cc2)nn1C (stereo not given)
→ 0% | u | -17%
(58) CC(C)NS(=O)(=O)c1ccc(NC(=O)NC2CCCCC2)cc1
→ 3% | -26% | -1%
(59) CCOC(=O)/C(CCC[N+](C)(CC)CC)=N\O
→ -17% | -2% | 1%
(60) N#CC(c1ccccc1O)N1N=C(c2ccccc2)CC1c1ccccc1 (stereo not given)
→ -5% | 18µM* | u

Results in FEN1 inhibitor and GCN5L2 inh (six entries from above):
no.	SMILES	FEN1 inhibitor	GCN5L2 inh
15	COc1ccccc1NC(=S)NC(C)C(c1cccs1)N1CCOCC1 (stereo not given)	-16%	-1%
16	CCc1cc2c(N=Nc3c(O)[nH]c4ccccc34)ncnc2s1	-14%	-1%
17	O=c1[nH]c2c(Br)cnc([N+](=O)[O-])c2[nH]1	10%	-9%
18	O=C(CN1C(=O)COc2ccccc21)NCCC1=CCCCC1	1%	-5%
19	CC1(C)Oc2ccc(C#N)cc2[C@@H](OC2=CC(=O)CC2)[C@@H]1O	x	-7%&6%
20	CCC(C(=O)NC1CCCCC1)n1c(SCc2ccccc2F)nc2ccncc21 (stereo not given)	12%&-2%	4%&1%

Molecules shown so far with a furan ring, fused or not, in the order listed:
Results follow in this order: GCN5L2 inh | DT40 TDP1 CPT | FEN1 inhibitor
(8) CCOC(=O)C1CCN(c2c(N(C)Cc3ccco3)c(=O)c2=O)CC1
→ -8% | -2% | 13%
(21) COc1ccc(NC(=O)c2cc3c(=O)n(Cc4ccco4)ccc3nc2C)cc1
→ 4% | -7% | -9%
(41) Cc1nn2c(c1-c1ccccc1)N=C(c1ccco1)CC2c1ccccc1 (stereo not given)
→ -9% | u | -20%

(further entries)
Results follow in this order: GCN5L2 inh | DT40 TDP1 CPT | FEN1 inhibitor
(61) O=C(CN1C(=O)NC2(CCCC2)C1=O)N1CCN(C(=O)c2ccco2)CC1
→ 0% | -5% | 5%
(62) O=C(CN1C(=O)NC2(CCCC2)C1=O)N1CCN(S(=O)(=O)c2ccccc2F)CC1
→ -2% | -24% | 4%
(63) COc1ccc(-c2noc(CN(C(=O)C(C)Oc3ccc(C)cc3)C(C)C)n2)cc1 (stereo not given)
→ -13% | 16µM* | -11%
(64) COc1ccc2cc(-c3nc(Cl)c4c5c(sc4n3)CC(C)CC5)c(=O)oc2c1 (stereo not given)
→ -2% | 4% | -5%
(65) O=C(NCC(O)CO)c1ccc2[nH]c3ccccc3c2c1 (stereo not given)
→ -4% | 25% | -16%
(66) COC(=O)CSc1nc(-c2ccccc2)nc2ccccc12
→ -7% | -13% | -3%
(67) Cc1cccc(NC(=S)NC(=O)c2ccco2)c1C
→ -21% | -21% | 8%
(68) Nc1ncnc(Nc2cc(Cl)cc(Cl)c2)c1[N+](=O)[O-]
→ 2% | -15% | 3%
(69) Cn1c(C(=O)N(Cc2ccccc2)Cc2ccccn2)cc2sccc21
→ -3% | u | -19%
(70) O=C(O)CCN1C(=O)c2ccc(NC(=O)CCc3ccccc3)cc2C1=O
→ -12% | 15% | -4%
(71) COc1ccc(CN(C)CC(=O)N2CCc3ccccc3C2)cc1
→ -5% | -18% | 12%
(72) O=C(Nc1ccc(S(=O)(=O)Nc2ncccn2)cc1)C1=COCCO1
→ 2% | -13% | -3%
(73) C[C@]12c3[nH]c4ccc(Cl)cc4c3CCN1C(=O)[C@@H](CC(=O)NCc1ccco1)C[C@@H]2C(=O)N1CCOCC1
→ -2% | 18µM* | -17%
(74) O=C(NC1CCS(=O)(=O)C1)c1ccc(S(=O)(=O)N2CCCC2)cc1 (stereo not given)
→ -30% | -1% | 3%
(75) COC(=O)c1ccc(NC(=O)C(=O)NCCc2sc(-c3cccc(F)c3)nc2C)cc1
→ -9% | 12µM* | -7%
(76) S=c1[nH]nc(C2CCCCC2)n1/N=C/c1cccc(Br)c1
→ 17% | -6% | 8%
(77) Cc1noc(C)c1COc1ccc(C(=O)NNC(=O)c2ccccc2)cc1
→ -4% | 5.2µM* | -2%
(78) CC(C)COc1ccc(C(=O)N2C(=O)c3ccc(N)cc3C2=O)cc1
→ -3% | -23% | 0%
(79) COc1ccc(NC(=O)CNC(=O)Cn2ccc3ccccc3c2=O)cc1OC
→ 3% | 2% | -2%
(80) CSCCC(NC(=O)c1ccccc1Cl)C(=O)NNC(=O)c1csc(N2CCOCC2)n1 (stereo not given)
→ 1% | -4% | 4%

The list is partial; the hit share may differ from the screen's.
